Source: PubChem BioAssay (several laboratories)
Salmonella PhoP GFP – inhibitors of PhoP regulon expression, primary screen, Salmonella Typhimurium, GFP reporter (AID 1863); one-dose inhibition, % at 50 µM; IC50 in µM for titrated hits; S. Typhimurium PhoP-regulated promoter GFP reporter, 4 h; higher % means a stronger effect; 300,000 compounds, 0.16% hits;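 active = inhibition over 29.93%, a cutoff 3 SD above the screen mean, later confirmed by dose response; inconclusive = inhibition over 29.93% but no dose response follow-up; inactive = inhibition at most 29.93% or unconfirmed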;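 also: 0% = low Mg2+ inducing control and 100% = high Mg2+ repressing control; strong numbers were not always called active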
SV40 large T antigen – SV40 large T antigen inhibitors, biochemical (AID 1903); SV40 large T antigen ATPase/helicase inhibition assay; higher % means a stronger effect; one-dose inhibition, % at 20 µM; IC50 in µM for titrated hits; 310,000 compounds, 0.39% hits; in the data active = a potency from the dose series; inconclusive = inhibition mostly from about 32% at the one dose, without a potency; inactive = the rest, 99 in 100 with inhibition below about 32%; also: strong numbers were not always called active
NS5 inhibitors – flavivirus cap methylation enzyme inhibition – biochemical, confirmation dose response, primary screen (AID 588689) | Dengue-2 NS5 methyltransferase capping enzyme assay, biochemical; higher % means a stronger effect | inhibition, % at 25 µM; hits with a dose series show IC50 in µM | 340,000 compounds, 0.3% hits; in the data active = a potency from the dose series; inconclusive = inhibition above about 29% without an active follow-up result
GPR55 LPI antagonism – GPR55 antagonists blocking LPI-driven arrestin recruitment, primary screen, imaging, U2OS, beta-arrestin-GFP, LPI agonist (AID 2013); U2OS GPR55 beta-arrestin-GFP translocation imaging, LPI antagonism; higher % means a stronger effect; one-dose inhibition, % at 10 µM; IC50 in µM for titrated hits; 290,000 compounds, 0.13% hits;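 active = spots per cell inhibited over 60%, with over 100 cells counted and total cytoplasm intensity under 500,000; inconclusive = wells with under 100 cells, flagged as likely toxic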;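 also: U2OS cells stably carrying GPR55 and arrestin-GFP stimulated by 5 µM LPI near EC80; imaged beta-arrestin-GFP aggregate spots per cell after agonist stimulation; plate controls were LPI-stimulated DMSO wells for no effect and DMSO wells without LPI for full effect; some results filed as inactive read as strong as hits; confirmed hits need IC50 under 10 µM and bright autofluorescent wells are also inconclusive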
HIV peptide binding – cell-free HIV fusion peptide-binding blockers – biochemical, uHTS, fluorescence dequenching, primary screen (AID 1986); cell-free peptide binding, fluorescence dequenching, 30 min; higher % means a stronger effect; one-dose inhibition, % at 20 µM; IC50 in µM for titrated hits; 290,000 compounds, 0.3% hits; in the data active = inhibition mostly above about 52%, no sharp cut-off; inactive = mostly below about 76%; also: some results filed as inactive read as strong as hits
MgcRacGAP inhibition – MgcRacGAP GTPase-activating activity inhibitors, confirmation, biochemical, ADP Hunter fluorescence; 340,000 compounds, 0.6% hits; AID 624330; MgcRacGAP-stimulated Rac1 GTP hydrolysis, ADP Hunter fluorescence; higher % means a stronger effect; GST-tagged Rac1 F28L mutant substrate; inhibition, % at 30 µM, or IC50 in µM where a hit was titrated;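 active = first-screen hits whose inhibition reached a set limit at any dose in the follow-up dose series; inconclusive = inhibition above the set first-screen limit but never retested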;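 also: fluorescence reports GDP produced by GAP-driven GTP hydrolysis; strong numbers were not always called active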
RSV antiviral HEp-2 – RSV antiviral activity via CPE protection, HEp-2 cells, primary 10 µM value included (AID 2391); HEp-2 cells, RSV-induced CPE inhibition; higher % means a stronger effect; CPE inhibition, % at 10 µM; hits with a dose series show IC50 in µM; 310,000 compounds, 0.13% hits; in the data active = a potency from the dose series; inconclusive = CPE inhibition mostly from about 23% at the one dose, without a potency; inactive = the rest, 99 in 100 with CPE inhibition below about 21%; also: strong numbers were not always called active
K1F lysis inhibition – protection from phage-mediated lysis, alamar blue read-out – E. coli UTI89, K1F phage, bacterial capsule biogenesis inhibitors (AID 488966) | E. coli UTI89 K1F phage lysis, alamar blue, 2 h; higher % means a stronger effect | inhibition, % at 100 µM; hits with a dose series show IC50 in µM | 340,000 compounds, 0.02% hits;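 active = phage lysis inhibition, versus mean bacterial control, above a set limit; inconclusive = no clear call, values can overlap the other calls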;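 also: capsule biogenesis inhibitors block K1F phage lysis so surviving cells raise fluorescence; higher fluorescence means more inhibition of phage lysis; actives were called in the ten point dose series up to 300 µM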
GPR35 arrestin U2OS – GPR35 antagonists blocking zaprinast-driven arrestin recruitment, primary screen, imaging, U2OS, beta-arrestin-GFP, zaprinast agonist (AID 2058) | U2OS GPR35 beta-arrestin-GFP translocation imaging, zaprinast antagonism; higher % means a stronger effect | 290,000 compounds, 0.052% hits | inhibition, % at 10 µM; hits with a dose series show IC50 in µM;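 active = inhibition of at least 50% with at least 30 cells and total cytoplasm GFP at most 10,000,000; inconclusive = under 30 cells or total GFP of 10,000,000 plus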
NS5 inhibitors pilot replicate – recorded beside NS5 inhibitors, whose call it bears; inhibition, %; measured here: pilot screen replicate inhibition
An asterisk follows results filed as active; ? = inconclusive; / = not tested or not shown; [ ] = remark or other dose.

SMILES | Salmonella PhoP GFP | SV40 large T antigen | NS5 inhibitors | GPR55 LPI antagonism | HIV peptide binding | MgcRacGAP inhibition | RSV antiviral HEp-2 | K1F lysis inhibition | GPR35 arrestin U2OS | others
COc1ccc(C(=O)C2CCCN(C(=O)c3ccnn3C)C2)cc1OC (centres undefined) | -2% | 4% | -3% | -3% | 0.3% | 0% | 1.8% | -0.2% | 14%
Cc1ccccc1NC(=O)CN(c1ccc(F)cc1)S(C)(=O)=O | 4% | 13% | 1% | 7% | 1.2% | 5% | 2.7% | 3.0% | -9%
COc1ccc2c(C)cc(=O)[nH]c2c1 | 9% | 1% | 1% | 6% | -1.9% | -7% | 0.5% | -0.6% | -9%
COc1ccc(C2c3ccc(O)cc3Oc3ncn4nc(-c5cccnc5)nc4c32)cc1OC (centres undefined) | -11% | 9% | 1% | 2µM* | -0.9% | 7% | 7.0% | -1.3%[50 µM] | -8%
O=c1c2ccccc2nnn1CSc1nnc2sc3ccccc3n12 | 8% | -7% | / | 12% | -0.6% | / | 3.3% | / | 16%
CC12CCC(C(=O)Nc3ccccc3Br)(C/C1=N\O)C2(C)C (centres undefined) | -5% | 14% | -2% | -9% | -4.9% | 5% | -2.2% | 0.2% | 4%
O=C(NC1CCCCCC1)c1ccc(Br)o1 | 5% | 4% | -8% | -8% | -2.1% | 6% | 1.1% | 0.0% | 10%
CC(NC(=O)CN1C(=O)NC2(CCc3ccccc32)C1=O)c1ccccc1 (centres undefined) | / | / | 6% | / | / | 3% | 0.6% | 0.2%[50 µM] | /
CCCC(=O)N1CCN(c2ccc(NC(=O)c3cccs3)cc2)CC1 | -8% | 15% | -1% | 25% | -1.8% | 15% | -0.9% | 0.3% | -12%
O=C(N[C@@H](Cc1ccccc1)c1nc2ccccc2[nH]1)c1cc([N+](=O)[O-])ccc1Cl | -4% | 5% | -7% | 14% | -2.6% | 6% | -0.5% | 0.4% | 15%
O=S(=O)(c1ccccc1)c1nc(-c2ccccc2)oc1N1CCOCC1 | 8% | -2% | -7% | 5% | 0.7% | 6% | 3.0% | 0.1% | 0%
CC(OC(=O)c1ccc2c(c1)OCCO2)C(=O)NC1CCCCC1C (centres undefined) | -1% | 9% | -5% | / | / | 3% | 3.9% | 2.0%[50 µM] | /
Cc1ccc(S(=O)(=O)N/N=C/c2cccc3nccnc23)cc1 | -7% | 5% | -2% | -4% | -1.1% | 1% | -1.4% | -0.1% | -10%
COc1ccc(C(=O)C2CCCN(C(=O)c3noc4c3CCCC4)C2)cc1F (centres undefined) | -4% | 3% | -3% | 1% | -1.0% | 4% | 2.1% | 0.4% | 25%
CCCc1nnc(NC(=O)CCC(=O)NCc2ccc(Cl)cc2Cl)s1 | 4% | 8% | -2% | 4% | 1.5% | 5% | 3.6% | 0.4% | -3%
COc1ccc(NC(=O)C/C(C)=N/NC(=O)C(=O)NC(C)C)c(OC)c1 | -3% | 22% | -4% | 10% | -2.3% | 5% | 2.1% | 0.0% | 8%
Cc1ccc(S(=O)(=O)n2c(N)nc3ccccc32)cc1 | -3% | 13% | / | -18% | 1.5% | 4% | 0.9% | 0.5% | 6%
COc1ccc(NC(=O)c2cccc(Cn3cc(Br)cn3)c2)cn1 | -8% | 1% | 3% | 14% | 0.6% | 5% | 6.6% | 0.3% | 7%
CCCCCn1c(CN2CCN(C(=O)OCC)CC2)nc2c1c(=O)n(C)c(=O)n2C | / | / | 0% | / | / | 0% | 4.6% | 3.8% | /
CCOC(=O)c1[nH]c(C)c(C(=O)OCC(=O)N(C)C2CCS(=O)(=O)C2)c1C (centres undefined) | -1% | 7% | -2% | -3% | -1.5% | -3% | 1.7% | 0.0% | -16%
Cc1cc(F)c(F)c(C(=O)N2CCOCC2)c1 | 11% | 2% | 1% | 17% | -2.7% | 11% | -0.2% | 4.2% | 2%
O=C(NCCN1CCOCC1)c1cc2cc([N+](=O)[O-])ccc2s1 | 9% | -6% | -1% | 8% | 1.0% | 14% | 1.1% | 0.1% | 1%
Cc1cc(C)nc(N2CCC(C(=O)NCCc3ccccc3)CC2)n1 | 2% | -1% | 0% | 15% | -2.0% | 4% | 5.5% | 0.1% | -13%
NC(=S)N/N=C\c1c2ccccc2cc2ccccc12 | 4% | 20% | 1% | -6% | 6.0% | 11% | 1.6% | 0.1% | 0%
CC(C(=O)NC1C=CS(=O)(=O)C1)N1C(=O)/C(=C\c2ccccc2)SC1=S (centres undefined) | -3% | 21% | 5% | -36% | -0.7% | 13% | 1.6% | -0.2% | -5%
COc1ccc(CCNC(=O)C(C(=O)c2ccc(F)cc2)n2ccccc2=O)cc1OC (centres undefined) | 7% | -35% | -3% | -1% | -3.1% | 8% | 0.3% | 2.0%[50 µM] | -4%
CCOC(=O)N1CCN(C(=O)c2ccc3c(=O)n(CCc4ccccc4)c(=S)[nH]c3c2)CC1 | 0% | 4% | -13% | 15% | -0.4% | 5% | -0.2% | -0.3% | 3%
COc1ccc(-n2cc(C(=O)O)c3ccccc3c2=O)cc1 | -3% | 10% | 3% | 9% | 4.9% | 7% | 2.1% | 0.8% | 18%
CCCCc1c(O)nc2sc3cc(OC)ccc3n2c1=O | -15% | 9% | 1% | 13% | 1.7% | 8% | 2.7% | 0.7% | -10%
COc1ccc2c(Cl)c(C(=O)NCCCn3ccnc3)sc2c1 | 2% | 7% | 6% | 2% | 1.5% | 4% | 2.5% | 6.2% | -1%
COc1cc(/C=C(\NC(=O)c2cc(OC)c(OC)c(OC)c2)C(=O)NC(C(=O)O)c2ccccc2)cc(OC)c1OC (centres undefined) | -2% | -1% | 1% | -3% | 0.1% | -2% | -0.1% | 0.3% | 4%
C=C1CCC[C@]2(C)C[C@H]3OC(=O)C(CNC(C)(CO)CO)[C@H]3CC12 (some centres undefined) | -2% | 8% | -4% | 14% | -1.1% | 9% | 0.3% | 0.1% | 4%
O=C(O)/C=C\C(=O)Nc1ccc(Oc2ccccc2)cc1 | -6% | 19% | -9% | 6% | -0.9% | 8% | 0.3% | -0.1% | 4%
CC(=O)C1=C(C)N(Cc2ccco2)C(=O)C1(NC(=O)C1CCCCC1)C(F)(F)F (centres undefined) | -11% | 4% | 3% | 3% | -0.7% | 3% | -0.4% | -2.0% | -3%
O=C1C2C3C=CC(C3)C2C(=O)N1c1ccc2ccccc2c1 (centres undefined) | 0% | 5% | -3% | 8% | -0.9% | 12% | -0.5% | 0.0% | 0% | NS5 inhibitors pilot replicate=1.2
CCCc1cc(=S)n2c([nH]c3ccccc32)c1C#N | -16% | 27% | 5% | 7% | 4.0% | 52µM* | 10% | 0.3% | -4%
COc1ccc(Cn2nnc3c(=O)[nH]c(C4CCCN(C(=O)c5ccccc5)C4)nc32)cc1 (centres undefined) | 1% | 17% | -1% | 6% | -1.8% | 3% | 1.3% | 1.1% | 4%
O=C(NC(=S)Nc1ncccn1)c1ccc(F)cc1 | 7% | 0% | -2% | 2% | -1.1% | 4% | 0.8% | 0.3% | 10%
COc1ccccc1NC(=O)CSc1nnnn1Cc1ccccc1 | -2% | -3% | 2% | 12% | 2.0% | -3% | -0.5% | 0.4% | 0%
Cc1ccnc(NC(=O)c2cccc(S(=O)(=O)N3CCCc4ccccc43)c2)c1 | -8% | 14% | 6% | / | / | 5% | 4.4% | -0.2%[50 µM] | /
OC1=C(O)c2nc3cc(F)ccc3nc21 | 3% | 20% | / | -2% | -3.5% | / | 1.9% | / | 18%
COc1ccc(CNCC(=O)Nc2cccc(S(N)(=O)=O)c2)cc1 | 1% | 10% | -4% | 2% | -0.4% | 25% | 0.3% | 0.2% | -18%
O=C(CNCc1ccc(Cl)cc1)Nc1ccc2c(c1)OCCO2 | 12% | 2% | -2% | 6% | -1.8% | 156µM* | 1.5% | 0.4% | 8%
S=C(NCc1ccccn1)Nc1cccc(Cl)c1 | 12% | 2% | -13% | 1% | -1.5% | 15% | 0.8% | 0.4% | -6%
O=[N+]([O-])c1ccc(C(O)CN2CCN(C/C=C/c3ccccc3)CC2)cc1 (centres undefined) | / | 4% | -6% | 3% | -0.8% | 9% | 0.7% | 0.0% | 13%
O=Cc1cn(CC(=O)NCC2CCCO2)c2ccccc12 (centres undefined) | 3% | 5% | -2% | 14% | -1.3% | 2% | -0.1% | 0.1% | -13%
COc1ccc(Cn2cc(F)c(=O)n(C)c2=O)cc1[N+](=O)[O-] | 1% | 12% | 5% | -29% | -1.3% | 13% | 4.8% | -1.1% | 4%
CCCC(CCC)c1nc2ccncc2[nH]1 | -5% | 8% | -11% | 25% | 4.0% | 20% | 0.7% | 0.0% | -3%
CC1=NN(C(N)=S)C(=O)C1N=Nc1ccccc1C (centres undefined) | 3% | 11% | 7% | -3% | 0.5% | 10% | 1.2% | -0.9% | 7%
CCC(CCCO)CCC[C@H](C)CCC1OCCO1 (some centres undefined) | / | / | 12% | / | / | -1% | 0.6% | -0.6% | /
Next part
SMILES | Salmonella PhoP GFP | SV40 large T antigen | NS5 inhibitors | GPR55 LPI antagonism | HIV peptide binding | MgcRacGAP inhibition | RSV antiviral HEp-2 | K1F lysis inhibition | GPR35 arrestin U2OS | others
COc1ccc2cc(C3=CCCCC3)ncc2c1 | / | / | -10% | / | / | -3% | 5.5% | -1.1% | /
O=C(CN1CCN(S(=O)(=O)c2ccc3ccccc3c2)CC1)NC(=O)NC1CCCCC1 | -9% | -1% | 4% | 10% | 1.3% | 3% | ? | -1.3% | -8%
Cc1nnc(SCC(=O)NCc2ccccc2Cl)n(N)c1=O | -10% | 9% | -10% | 13% | 1.6% | 3% | 1.6% | ? | -9%
C(=N\n1cnnc1)/c1ccc(OCc2ccccc2)cc1 | 18% | 6% | -8% | 4% | 0.8% | 5% | -1.1% | 1.3% | -3%
S=C(NCc1ccccn1)Nc1ccccc1 | 2% | 5% | 3% | 3% | 0.9% | 17% | 5.0% | 0.2% | 2%
CCOCC(=O)Nc1cc(S(=O)(=O)N2CCOCC2)ccc1N1CCCCC1 | -4% | 13% | 9% | -4% | -0.5% | 17% | 12% | -0.3% | -16%
CC(C)c1ccc(NC2CCCN(C(=O)c3cccc4nccnc34)C2)cc1 (centres undefined) | -10% | 7% | 6% | 1% | -2.4% | 9% | 2.4% | 0.2% | -4%
